Bioassay records deposited in PubChem BioAssay by National Center for Advancing Translational Sciences (NCATS).
Abeta yeast res – compounds reversing amyloid beta toxicity in yeast | yeast expressing A-beta42, growth rescue, OD600, 48 h; response scale: 0% DMSO, 100% iron-clioquinol control | Potency, µM (highest dose often 46.1 µM), inactives show at the top dose growth rescue, actives largely listed as activators | hit rate 0.063% among 410,000 | AID 1347071; note: nearly all actives have a fitted effect of over 55% in size
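Yeast A-beta toxicity model in growth medium with pinned compounds, 48 h at 30 C; growth read as absorbance at 600 nm. Normalized to FeCl3/clioquinol equimolar mix (positive) and DMSO (negative).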
FUS yeast rescue – rescues growth of FUS-expressing yeast; S. cerevisiae FUS-expressing, growth rescue, OD600, 24 h; hit rate 0.24% among 390,000; Potency, µM (highest dose often 76.6 µM), without a hit: top-dose growth rescue (activation), hits mostly activators;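 note: plate controls were DMSO vehicle for no effect and reference control for full effect; nearly all actives have a fitted effect of over 55% in size; some results filed as inactive show a strong effect at the top dose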
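FUS-expressing yeast, raffinose-pregrown, induced in 2% galactose minimal medium at OD 0.005; compounds in a dilution series, 24hr at 30C. Growth restoration read as absorbance at 600 nm. CP55940 positive control, DMSO negative.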
* marks the source's active call; other numbers are inactive results; [ ] = another dose, or the depositor's remark. Calls come from the whole dose curve; as a rule, active = well fitted activation curve with a large enough effect; inconclusive = small, poorly fitted or top-dose-only effect; inactive = no such curve, though single readings can be large or run the other way. Potency is the fitted concentration of half-maximal effect.

For COCCCn1c(=N)c(C(=O)NCc2ccco2)cc2c(=O)n3ccccc3nc21 the results were Abeta yeast res -11% and FUS yeast rescue 0%.
For Cc1ccc(-c2nc3n(n2)C(c2ccccc2C)C=C(c2ccc(Cl)cc2)N3)cc1 (stereo not drawn) the results were Abeta yeast res -2% and FUS yeast rescue 0%.
`COc1ccc2c(c1)cc1c(=O)n(CC(=O)NC3CC3)nc(C)n12` gave Abeta yeast res 9% and FUS yeast rescue -7%.
`COc1ccc(CNC(=O)c2sc3nc[nH]c(=O)c3c2C)cc1` gave Abeta yeast res -3% and FUS yeast rescue -7%.
CCc1cccc(C)c1NC(=O)c1cc(S(=O)(=O)N2CCN(c3ccccc3)CC2)ccc1F was read as Abeta yeast res -1% and FUS yeast rescue -17%.
Screening COc1ccc2oc(-c3ccc(C)c(NC(=O)c4ccc5c(c4)OCCO5)c3)nc2c1 returned Abeta yeast res -5% and FUS yeast rescue -6%.
For COc1ccccc1NC(=O)CSC1=Nc2ccccc2C2=NC(CC(=O)NCc3ccccc3)C(=O)N12 (stereo not drawn) the results were Abeta yeast res -16% and FUS yeast rescue -11%.
Screening CSc1ccc(CCNS(=O)(=O)c2cc(-c3cc(C)no3)ccc2C)cc1 returned Abeta yeast res 7% and FUS yeast rescue 44%.
CCCOc1ccc(C(=O)Nc2ccc3oc(-c4ccc(N(C)C)cc4)nc3c2)cc1 was read as Abeta yeast res -6% and FUS yeast rescue -2%.
Screening O=C(Cn1cc(S(=O)(=O)Cc2cccc(Cl)c2)c2ccccc21)Nc1ccccc1C(F)(F)F returned Abeta yeast res -4% and FUS yeast rescue 1%.
Screening Cc1ccc(S(=O)(=O)c2nc(S(C)(=O)=O)sc2NCc2ccccc2)cc1 returned Abeta yeast res -5% and FUS yeast rescue -8%.
`CCC(C)NC(=O)CN1C(=O)c2cccnc2Oc2ccc(C)cc21` (stereo not drawn) gave Abeta yeast res -8% and FUS yeast rescue -26%.
Screening Cc1ccc(SCC(=O)Nc2ccc3oc(-c4ccccc4F)nc3c2)cc1 returned Abeta yeast res 3% and FUS yeast rescue 3%.
`COC(=O)c1cc2oc3ccccc3c2n1Cc1ccc(Cl)cc1` gave Abeta yeast res -6% and FUS yeast rescue -15%.
Cc1ccc(Cl)cc1N1CCN(C(=O)c2cccn2-c2nnc(N3CCCC3)s2)CC1 was read as Abeta yeast res -54%[inhibitor] and FUS yeast rescue inconclusive.
O=C(Cn1c(=O)nc(-c2ccccc2)c2ccccc21)Nc1cccc(C(F)(F)F)c1 was read as Abeta yeast res -28% and FUS yeast rescue 6%.
`Cc1ccc(-c2nc3cc(C(C)C)ccc3o2)cc1NC(=O)c1cc([N+](=O)[O-])ccc1N1CCOCC1` gave Abeta yeast res -6% and FUS yeast rescue 5%.
Cc1cccc(N2CCN(C(=O)Cn3cnc4sc(C)c(S(=O)(=O)N5CCN(c6ncccn6)CC5)c4c3=O)CC2C)c1 (stereo not drawn) was read as Abeta yeast res 0% and FUS yeast rescue 28%.
COCCc1nn2c(=O)cc(COC(=O)c3cccs3)nc2s1 was read as Abeta yeast res -21% and FUS yeast rescue -7%.
`CCSc1ncc(Cl)c(C(=O)N(Cc2ccc(N(C)C)cc2)Cc2ccco2)n1` gave Abeta yeast res -6% and FUS yeast rescue 41%.
For COc1cccc(CN(C(=O)c2cccc(C)c2)C2CCS(=O)(=O)C2)c1 (stereo not drawn) the results were Abeta yeast res -9% and FUS yeast rescue -17%.
`COc1ccc(C)cc1NC(=O)c1ccc2c(c1)nnn2C1CCCC1` gave Abeta yeast res -29% and FUS yeast rescue 43%.
Screening COc1cc(NC(=O)c2ncn(-c3ccccc3)n2)cc(OC)c1 returned Abeta yeast res -7% and FUS yeast rescue -15%.
For CCn1c2ccccc2c2nnc(N3CCN(c4ccc(OC)cc4)CC3)nc21 the results were Abeta yeast res -9% and FUS yeast rescue -16%.
Screening CCS(=O)(=O)NCCc1csc2nc(-c3ccc(OC)cc3)nn12 returned Abeta yeast res -4% and FUS yeast rescue 1%.
`Cc1ccc(CSC2=Nc3ccccc3C3=NC(CC(=O)NCc4cccs4)C(=O)N23)cc1` (stereo not drawn) gave Abeta yeast res -4% and FUS yeast rescue inconclusive.
`Cc1cc(C)cc(NC(=O)Cn2c(=O)n(C(C)C)c(=O)c3oc4ccccc4c32)c1` gave Abeta yeast res -7% and FUS yeast rescue -2%.
For O=C(CCc1nc(CN2CCN(S(=O)(=O)c3ccc(Cl)cc3)CC2)no1)N1CCCCC1 the results were Abeta yeast res 15% and FUS yeast rescue -5%.
For CCCN(Cc1cccs1)C(=O)Nc1ccccc1C the results were Abeta yeast res 4% and FUS yeast rescue -5%.
O=C(Nc1cccc(Cl)c1)c1cnc2sc(N3CCCC3)nn2c1=O was read as Abeta yeast res -11% and FUS yeast rescue -12%.
For CC1CCN(c2ncnc3c2cnn3-c2ccc(F)cc2)CC1 the results were Abeta yeast res 8% and FUS yeast rescue 10%.
For COc1ccc(OC)c(NC(=O)Cc2coc3ccc(C(C)C)cc23)c1 the results were Abeta yeast res 13% and FUS yeast rescue 10%.
COc1cc(NC(=O)c2ccc(-c3nc(COc4ccccc4)c(C)o3)cc2)cc(OC)c1 was read as Abeta yeast res 5% and FUS yeast rescue 42%.
COc1ccc(OC)c(NC(=O)Cn2cnc3sc(C)c(S(=O)(=O)N4CCN(c5ccccc5OC)CC4)c3c2=O)c1 was read as Abeta yeast res -8% and FUS yeast rescue -10%.
Cn1cc(S(=O)(=O)N2CCCCCC2)cc1C(=O)N1CCN(c2ccc(F)cc2)CC1 was read as Abeta yeast res -9% and FUS yeast rescue inconclusive.
Cc1ccc(C)c(Cn2cnc3c(cnn3-c3ccc(F)cc3)c2=O)c1 was read as Abeta yeast res 2% and FUS yeast rescue -12%.
For COc1cc(C(=O)NCC(c2cccnc2)N2CCc3ccccc32)cc(OC)c1OC (stereo not drawn) the results were Abeta yeast res -10% and FUS yeast rescue 14%.
Screening O=C(c1cc(-c2ccc(Br)cc2)n[nH]1)N1CCN(S(=O)(=O)c2ccc(Br)s2)CC1 returned Abeta yeast res -5% and FUS yeast rescue 11%.
For CCCCCCOc1ccc(C2C(=O)N(C3CCCCC3)CC(=O)N2C2CCCCC2)cc1 (stereo not drawn) the results were Abeta yeast res -11% and FUS yeast rescue 13%.
Cc1ccc(Sc2ccc(N3CCCC(C(=O)Nc4ccc(Cl)cc4)C3)nn2)cc1 (stereo not drawn) was read as Abeta yeast res 0% and FUS yeast rescue -14%.

A draw from above in order of heavy-atom count, lowest first:
For CC1CCN(c2ncnc3c2cnn3-c2ccc(F)cc2)CC1 the results were Abeta yeast res 8% and FUS yeast rescue 10%.
O=C(Nc1cccc(Cl)c1)c1cnc2sc(N3CCCC3)nn2c1=O was read as Abeta yeast res -11% and FUS yeast rescue -12%.
Screening Cc1ccc(S(=O)(=O)c2nc(S(C)(=O)=O)sc2NCc2ccccc2)cc1 returned Abeta yeast res -5% and FUS yeast rescue -8%.
CCCOc1ccc(C(=O)Nc2ccc3oc(-c4ccc(N(C)C)cc4)nc3c2)cc1 was read as Abeta yeast res -6% and FUS yeast rescue -2%.
Screening O=C(Cn1cc(S(=O)(=O)Cc2cccc(Cl)c2)c2ccccc21)Nc1ccccc1C(F)(F)F returned Abeta yeast res -4% and FUS yeast rescue 1%.
For COc1ccccc1NC(=O)CSC1=Nc2ccccc2C2=NC(CC(=O)NCc3ccccc3)C(=O)N12 (stereo not drawn) the results were Abeta yeast res -16% and FUS yeast rescue -11%.

Next results follow:
Screening COC(=O)c1ccccc1NC(=O)[C@H]1O[C@@H]2OC(C)(C)O[C@@H]2[C@H]2OC(C)(C)O[C@H]21 returned Abeta yeast res 2% and FUS yeast rescue 1%.
`Cc1noc(/C=C/N(C)C)c1S(=O)(=O)N1CCCC(C(=O)Nc2cccc(F)c2)C1` (stereo not drawn) gave Abeta yeast res 20% and FUS yeast rescue 25%.
`COc1ccc(CCNC(=O)c2ccc(Cn3c(=O)c4ccccc4n(Cc4ccc(C)cc4)c3=O)cc2)cc1OC` gave Abeta yeast res -4% and FUS yeast rescue -2%.
For Cc1ccc2c(c1)-c1nc(-c3ccc4c(c3)NC(=O)CO4)cc(-c3ccc(Cl)cc3)c1CO2 the results were Abeta yeast res -12% and FUS yeast rescue 9%.
Cc1ccccc1Cn1c(C)c(CNCCCc2ccccc2)c(C(=O)O)c1C was read as Abeta yeast res -2% and FUS yeast rescue 6%.
CCOC(=O)C1=C(CS(=O)(=O)c2ccc(OC)c(Cl)c2)NC(=O)NC1c1cccc(OC)c1 (stereo not drawn) was read as Abeta yeast res -7% and FUS yeast rescue 19%.
Screening CC(C)CN(CCCNC(=O)c1cc(-c2ccc(Br)s2)nc2ccccc12)CC(C)C returned Abeta yeast res -4% and FUS yeast rescue 29%.
`COc1cc(OC)c(OC)cc1/C=C/c1nc2cc3ccccc3cc2c(=O)n1-c1ccc(F)cc1F` gave Abeta yeast res 10% and FUS yeast rescue 3%.
Screening Cc1cc(F)ccc1S(=O)(=O)Nc1cc2c(C(=O)O)c(C)oc2c2ccccc12 returned Abeta yeast res 12% and FUS yeast rescue 2%.
For CCc1ccc(NC(=O)C2CCN(c3ccc(Sc4ccc(C)cc4)nn3)CC2)cc1 the results were Abeta yeast res -6% and FUS yeast rescue -41%.
Screening Cc1sc2ncn(CC(=O)N3CCN(c4ccc(F)cc4)CC3)c(=O)c2c1S(=O)(=O)N1CCCCC1 returned Abeta yeast res -12% and FUS yeast rescue inconclusive.
`Cn1ncc2c(NCc3ccccc3Cl)nc(NCCO)nc21` gave Abeta yeast res 3% and FUS yeast rescue -22%.
CCOc1ccc(CCNC(=O)c2ccc3c(c2)N(Cc2ccc(C)cc2)CCS3)cc1 was read as Abeta yeast res -3% and FUS yeast rescue 17%.
`Cc1ccc(NC(=O)Cn2cc(S(=O)(=O)Cc3ccc(F)cc3)c3ccccc32)cc1Cl` gave Abeta yeast res -7% and FUS yeast rescue 23%.
Screening COC(=O)C1CCN(S(=O)(=O)c2cc3c4c(c2)C(C)C(=O)N4CCC3)CC1 (stereo not drawn) returned Abeta yeast res -15% and FUS yeast rescue 5%.
Screening CCOC(=O)C1CCCN(c2nc3c(S(=O)(=O)c4ccc(CC)cc4)nnn3c3ccsc23)C1 (stereo not drawn) returned Abeta yeast res -5% and FUS yeast rescue inconclusive.
Cc1nc(N2CCCC2)c2c(C(=O)N3CCN(c4ccccc4)CC3)c(C)oc2n1 was read as Abeta yeast res -7% and FUS yeast rescue -3%.
Screening CCN(CC)c1cc2c(cc1F)c(=O)c(S(=O)(=O)c1ccc(OC)cc1)cn2Cc1ccccc1 returned Abeta yeast res -1% and FUS yeast rescue 6%.
COc1cccc(CNC(=O)CSC2=Nc3ccccc3C3=NC(C(C)C)C(=O)N23)c1 (stereo not drawn) was read as Abeta yeast res -3% and FUS yeast rescue 14%.
Screening CCOc1ccc(NC(=O)c2oc3ccccc3c2NC(=O)c2ccc(OC)cc2OC)cc1 returned Abeta yeast res 4% and FUS yeast rescue -7%.
For COCc1cc(C)nc2sc3c(c12)NC(c1ccc(O)cc1)N(c1ccc(OC)cc1)C3=O (stereo not drawn) the results were Abeta yeast res 3% and FUS yeast rescue 5%.
`COC(=O)c1c(-c2cccs2)csc1NC(=O)c1cc(OC)cc(OC)c1` gave Abeta yeast res 10% and FUS yeast rescue 2%.
`Cc1cccc(NC(=O)c2oc3ccccc3c2NC(=O)c2cc(=O)c3ccc(C)cc3o2)c1` gave Abeta yeast res 0% and FUS yeast rescue -10%.
For COc1ccc(NC(=O)c2oc3ccccc3c2NC(=O)Cc2coc3ccc(C)cc23)cc1 the results were Abeta yeast res 17% and FUS yeast rescue -7%.
Screening CCOC(=O)c1ccc(N2C(=O)c3[nH]nc(-c4ccccc4)c3C2c2ccc(C(C)C)cc2)cc1 (stereo not drawn) returned Abeta yeast res -8% and FUS yeast rescue 14%.
`CCOc1ccc(-c2nc3c(c(SCC(=O)N4CCCCC4)n2)Cc2ccccc2O3)cc1` gave Abeta yeast res -14% and FUS yeast rescue -12%.
`CCN(CCCNC(=O)CN1N=C(c2ccc(C)cc2)CCC1=O)c1ccccc1` gave Abeta yeast res 6% and FUS yeast rescue 2%.
Screening CC1CCc2c(sc3nnn(CC(=O)Nc4ccccc4Cl)c(=O)c23)C1 (stereo not drawn) returned Abeta yeast res -1% and FUS yeast rescue 23%.
For CCOc1ccc(C(=O)Nc2nnc(S(=O)(=O)N(CC)c3ccccc3C)s2)cc1 the results were Abeta yeast res -4% and FUS yeast rescue -5%.
Screening Cc1cccc(C(=O)Nc2ccc3nc(SCC(=O)N4CCc5ccccc54)sc3c2)c1 returned Abeta yeast res -27% and FUS yeast rescue 5%.
`CC(C)(C)OC(=O)N1CCC(c2c(C(=O)N3CCCCC3)cnn2-c2ccc(Cl)cc2)CC1` gave Abeta yeast res 4% and FUS yeast rescue 1%.
`COc1cccc(CCNC(=O)c2cnc3sc(N4CCCC4)nn3c2=O)c1` gave Abeta yeast res -9% and FUS yeast rescue -2%.
Screening Cc1cc(F)ccc1NC(=O)CN(C)S(=O)(=O)c1ccc(C(=O)N2CCOCC2)s1 returned Abeta yeast res -11% and FUS yeast rescue -1%.
`CCc1ccc(-n2c(=O)c3sc4ccccc4c3n(CC(=O)N3CCCC3)c2=O)cc1` gave Abeta yeast res -10% and FUS yeast rescue -22%.
O=C(Nc1ccc(Br)cc1F)N1CC=C(c2c[nH]c3ccccc23)CC1 was read as Abeta yeast res -6% and FUS yeast rescue 2%.

These rows are one share of the data; the hit share may differ from the screen's.
